# TRAIL sens C8 = sensitizes caspase-8 expressing cells to TRAIL | NB7+C8 cells + TRAIL, ATPlite viability luminescence | inhibition (viability loss, TRAIL sensitization), % at 10 µM | 360,000 tested, 1% active | AID 624354;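 active means compounds causing at least 50% loss of cell viability in the single-dose screen, relative to plate controls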
# NR5A2 inv ag = NR5A2 inverse agonism in reporter assay | AID 602396 | inhibition, % at 3.6 µM | HEK293T StAR-luciferase reporter, LRH-1 transfected, 24 h | 360,000 tested, 0.13% active | O00482;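 active means inhibition above the mean inhibition of all tested compounds plus 3 SD, cut at about 73% in these data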;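 further: 0% = DMSO wells and 100% = reporter-only cells lacking LRH-1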
# Target sequence (O00482 whole entry, looked up): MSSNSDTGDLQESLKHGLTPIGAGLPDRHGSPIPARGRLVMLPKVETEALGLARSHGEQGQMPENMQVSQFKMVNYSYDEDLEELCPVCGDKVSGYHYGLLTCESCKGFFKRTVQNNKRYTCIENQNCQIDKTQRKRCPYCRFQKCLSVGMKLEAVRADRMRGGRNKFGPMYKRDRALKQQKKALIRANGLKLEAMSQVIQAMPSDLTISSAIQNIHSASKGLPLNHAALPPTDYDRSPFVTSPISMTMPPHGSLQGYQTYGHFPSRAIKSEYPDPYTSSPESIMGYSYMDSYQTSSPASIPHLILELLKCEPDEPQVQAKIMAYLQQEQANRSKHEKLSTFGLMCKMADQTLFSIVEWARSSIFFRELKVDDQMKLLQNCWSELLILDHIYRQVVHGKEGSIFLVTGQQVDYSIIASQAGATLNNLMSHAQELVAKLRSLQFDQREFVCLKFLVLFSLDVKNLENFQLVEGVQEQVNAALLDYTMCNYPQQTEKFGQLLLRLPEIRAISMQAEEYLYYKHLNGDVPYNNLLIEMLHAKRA
# NR2F2 inh = NR2F2 (human) inhibition, primary screen. P24468. HEK293T NGFI-A luciferase reporter, luminescence. AID 686940. inhibition, % at 8.6 µM. 370,000 tested, 0.7% active;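 active means inhibition above a per-plate cutoff, mean inhibition of test wells between control levels plus 3 SD, cut at about 38% in these data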;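 further: cells cotransfected with COUP-TFII expression vector driving the NGFI-A reporter; 0% = median of COUP-TF2 test wells and 100% = reporter-only cells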
# SRC3 inh = inhibits human SRC3 coactivator. Q9Y6Q9. inhibition, % at 3.6 µM. AID 588352. HEK293 GAL4-SRC3 luciferase reporter, luminescence. 360,000 tested, 0.17% active;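 active means inhibition above a per-campaign cutoff, the mean of all compounds plus 3 SD, cut at about 60% in these data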;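 further: 0% = DMSO-treated cells and 100% = gossypol-treated cells at 36 µM; higher means less SRC3-driven luciferase light from the GAL4 reporter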
# NCOA1 inh = inhibitors of human steroid receptor coactivator 1 (SRC1); Q15788; HEK293 GAL4-SRC1 luciferase reporter, luminescence; inhibition, % at 3.6 µM; 360,000 tested, 0.12% active; AID 588354;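 active means inhibition above the campaign mean plus 3 SD, with each screening campaign given its own cutoff, cut at about 60% in these data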;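 further: 0% = DMSO treated cells and 100% = gossypol at 36 µM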
# EBV LMP1 NFkB = Epstein-Barr LMP1 NF-kappaB reporter inhibition; inhibition, % at 12.5 µM; AID 504558; LMP1-induced NF-kappaB luciferase reporter cells, luminescence; 350,000 tested, 0.69% active; in the data active means inhibition above about 41%;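 further: 0% = neutral control wells and 100% = reference inhibitor control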
# TLR9-MyD88 block = TLR9-MyD88 interaction inhibition; Q9NR96+Q99836; 340,000 tested, 0.21% active; CHO BLA complementation TLR9-MyD88, CCF4 FRET ratio; inhibition, % at 4.98 µM;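 active means inhibition above the mean over all tested compounds plus 3 SD, cut at about 21% in these data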;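 further: 0% = DMSO only wells and 100% = clavulanate BLA inhibitor control wells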
# NCOA2 inhibitor = human SRC2 (NCOA2) inhibition; Q15596; HEK293 GAL4-SRC2 luciferase reporter, luminescence; inhibition, % at 9 µM; 370,000 tested, 0.17% active;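 active means inhibition above the mean inhibition of all tested compounds plus 3 SD, set per campaign, cut at about 52% in these data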;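 further: 0% = DMSO treated cells and 100% = cells given Gossypol at 36 µM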
# NOD2-RIPK2 inh = inhibitors of human NOD2-RIPK2 interaction | O43353 | CHO BLA complementation NOD2-RIPK2, CCF4 ratio | inhibition, % at 4.98 µM | 360,000 tested, 0.38% active; in the data active means inhibition above about 21%;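 further: 0% = vehicle only and 100% = reference blocker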
# Target sequence (O43353 whole entry, looked up): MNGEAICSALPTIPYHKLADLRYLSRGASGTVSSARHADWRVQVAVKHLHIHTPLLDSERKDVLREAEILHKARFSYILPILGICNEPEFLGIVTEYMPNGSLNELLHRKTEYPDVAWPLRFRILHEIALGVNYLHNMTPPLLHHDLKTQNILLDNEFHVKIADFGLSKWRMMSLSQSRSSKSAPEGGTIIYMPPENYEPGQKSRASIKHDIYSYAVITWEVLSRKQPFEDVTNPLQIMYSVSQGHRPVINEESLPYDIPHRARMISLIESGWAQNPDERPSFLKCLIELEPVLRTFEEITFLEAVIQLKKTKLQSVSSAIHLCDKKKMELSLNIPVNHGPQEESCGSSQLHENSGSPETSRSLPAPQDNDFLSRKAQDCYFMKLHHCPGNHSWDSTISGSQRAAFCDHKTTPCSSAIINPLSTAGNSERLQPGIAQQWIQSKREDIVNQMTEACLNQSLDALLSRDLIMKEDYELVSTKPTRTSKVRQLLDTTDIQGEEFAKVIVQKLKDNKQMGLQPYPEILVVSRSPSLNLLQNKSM
# TROY NFkB inh = TROY signaling inhibition. Q293 LMP1-TROYcd NF-kB luciferase reporter, 4 h. inhibition, % at 10 µM. 360,000 tested, 0.98% active. AID 1347056;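 active means compounds whose plate-normalised and pattern-corrected inhibition of the luciferase reporter signal at the single screening dose is 50% or more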
# TWEAK-Fn14 inh = TWEAK-Fn14 signaling inhibition | 360,000 tested, 2% active | TWEAK-stimulated Fn14 reporter cells, luciferase luminescence, 8 h | inhibition, % at 10 µM | AID 1159606; in the data active means inhibition above about 50%
# * hit, by the source's call; · = not tested or not shown; & = joins results of further samples.
compound	TRAIL sens C8	NR5A2 inv ag	NR2F2 inh	SRC3 inh	NCOA1 inh	EBV LMP1 NFkB	TLR9-MyD88 block	NCOA2 inhibitor	NOD2-RIPK2 inh	TROY NFkB inh	TWEAK-Fn14 inh
Cc1cc(CNC(=O)CC2C(=O)NCCN2CC(C)(C)C)nn1C (stereo unspecified)	-5	-23	-1	2	6	5	4	-7	0	-3	-5
O=C1NC[C@H](CCCCN2C[C@H](Cc3ccccc3)N(Cc3ccccc3)C(=O)C2=O)N(CCc2ccc(O)cc2)C1=O	1	8	-8	·	·	·	·	8	5	-4	-9
O=C(c1ccc(Cl)cc1)C1CCCN(C(=O)c2csnn2)C1 (stereo unspecified)	-16	10	-16	12	-18	1	10	-1	-4	-3	22
COc1cc([N+](=O)[O-])cc(/C=N\NC(=O)C2COc3ccccc3O2)c1O (stereo unspecified)	3	2	4	12	5	18	2	-13	-1	5	5
O=C(CCNC(=O)c1ccc(Br)cc1)OCc1ccccc1Cl	-1	12	-15	-3	2	0	2	14	3	10	-2
N#Cc1ccc(CN2CCN(C(=O)CN3C(=O)NC4(CCCC4)C3=O)CC2)cc1	-5	9	21	1	10	9	3	24	-9	-3	12
O=C(NC(=S)Nc1ccc(N2CCOCC2)cc1)c1ccc2c(c1)OCCO2	25	-4	-1	-5	-15	2	3	14	-4	60*	51*
CCc1nnc(NC(=O)CN2CCN(CC)CC2)s1	6	3	-6	-11	5	-3	4	0	-2	11	-2
N#Cc1ccc(C(S(=O)(=O)Cc2ccccc2)S(=O)(=O)Cc2ccccc2)cc1	-7	-7	6	4	4	-8	11	9	-4	3	7
COc1ccc(-c2cn3cc([N+](=O)[O-])ccc3n2)cc1OC	10	-34	-33	-42	-44	-18	-1	-59	-3	-20	-34
CCOC(=O)C1CCCN(C(=O)c2cccc(S(=O)(=O)N(C)c3ccc(C)cc3)c2)C1 (stereo unspecified)	1	-16	11	-5	-29	2	3	8	-1	-9	10
CCOc1ccc2[nH]c(=O)c(CN(CCc3ccccc3)C(=O)c3cnccn3)cc2c1	-10	-6	2	-3	2	4	-9	-9	-2	1	16
Fc1ccc(-c2nnc3ccccn23)cc1	16	-18	0	14	-4	-7	-7	3	2	14	-15
Cc1ccc(C)c(N(C(=O)c2csnn2)C(C(=O)NC2CCCC2)c2ccncc2)c1 (stereo unspecified)	-4	-4	11	7	2	-3	-1	6	0	2	-7
CCOC(=O)C1=C(C(=O)OCC)c2ccc(OC)c(OC)c2C1	1	13	10	4	1	-6	-15	-18	-20	3	-5
CC(=O)Nc1ccccc1-c1nc2cc(C#N)c(C#N)cc2[nH]c1=O	12	-38	4	-36	-15	-20	6	-41	-3	-19	-3
Cc1ccc(S(=O)(=O)CCC(=O)N(C)c2c(N)n(Cc3ccccc3)c(=O)[nH]c2=O)cc1	7	16	-3	5	11	5	0	-8	0	-7	0
O=[N+]([O-])c1ccc(/C=N\NS(=O)(=O)c2ccc(F)cc2)o1	-7	14	7	6	-5	-2	-2	10	0	19	84*
O=C(c1ccc2ccccc2c1O)N1CCCCC1	-2	-10	-39	-43	-46	-18	-4	-61	-3	-22	-27
Cc1ccc(Cn2c(C(C)Nc3nc(-c4ccc(C)cc4)cs3)nc3cc(Cl)c(Cl)cc32)cc1 (stereo unspecified)	4	-22	1	-10	-17	0	2	12	1	19	19
COc1ccc(C2CC(c3cccs3)=NN2c2ccc(F)cc2)cc1OC (stereo unspecified)	1	7	-10	14	-19	-1	0	-23	7	-8	-12
C/C=C/C(=O)OCC(=O)Nc1ccccc1Br	-4	10	3	18	0	-8	-5	-14	6	-20	24
CCOc1ccc(NC(=O)CCc2nnc3ccc(N4CCC(C)CC4)nn23)cc1	-5	4	-7	-8	-5	-1	-7	3	6	5	-11
Nc1c(Cl)cc(-c2csc(N3CCCC3c3nc4cc(Cl)c(N5CCCCC5)cc4n3CCCO)n2)cc1Cl (stereo unspecified)	-23	-6	-15	0	-17	-14	4	14	4	6	-8
CCc1ccc(CNC(=O)C2CCC(=O)N2C2CCCCC2)cc1 (stereo unspecified)	-3	-5	-13	19	5	-18	-8	-10	1	0	-7
CCOC(=O)Cn1cc(/C=N/N2C(=O)C3C4C=CC(C4)C3C2=O)c2ccccc21 (stereo unspecified)	-4	-5	1	13	-8	5	0	-17	8	13	-6
Cc1ccccc1N1CCN(S(=O)(=O)c2nnc(NC(=O)c3ccco3)s2)CC1	-5	-17	-3	-18	-9	0	-14	1	7	21	32
Cc1cccc(C)c1NC(=O)CCCCCC1NC(=O)NC1C (stereo unspecified)	-3	15	5	6	-4	-4	-4	-3	-7	-15	20
CC1CCN(CC(O)COC2CC(C)CCC2C(C)C)CC1 (stereo unspecified)	8	-1	4	19	10	0	6	2	-5	-2	-9
O=C(COc1ccc(S(=O)(=O)N2CCOCC2)cc1)NCCc1ccccc1	3	-5	-6	17	-4	7	-3	17	6	-15	2
O=C(c1cccc([N+](=O)[O-])c1)N1CCN(c2ncccn2)CC1	-3	-3	0	-5	8	4	-1	5	-3	-10	-15
Cc1ccc(N(C(=O)c2csnn2)C(C(=O)NCc2ccccc2)c2ccccn2)cc1 (stereo unspecified)	-1	9	5	3	5	-3	-9	12	-6	4	1
COCCCNc1nc2c(c(=O)n(C)c(=O)n2C)n1Cc1cccc(OC)c1	5	-7	1	-33	-5	4	-2	-10	-1	1	2
O=C(O/N=C1\CCS(=O)(=O)c2sccc21)c1ccc(F)cc1	-4	9	-8	8	-3	-6	0	-2	-6	-49	-10
Cc1cc(C(=O)Nc2ccccn2)cs1	15	-168	-41	-66	-127	1	-12	-23	12	-6	40
O=C(N/N=C/c1ccccc1O)C1CC(=O)N(c2ccc(F)cc2)C1 (stereo unspecified)	15	3	9	-9	22	-9	-3	-9	-5	9	17
Cc1cccc(NC(=O)CCc2ccc(C)o2)c1	-19	-21	-8	-16	-43	-8	8	11	-5	0	0
CCOC(=O)c1[nH]cnc1C(=O)Nc1cccc(Cl)c1	-2	4	1	22	-12	-4	0	6	1	-6	0
C=C(C)Cn1c2ccc(NC(=O)NCc3ccc(F)cc3)cc2c(=O)n1C	-5	9	11	3	-5	·	·	-24	11	-10	-7
CNC(=O)COC(=O)/C=C/c1ccco1	-7	-7	-25	-4	-3	-8	9	-21	-5	-10	6
O=C(NCc1ccco1)C1CCN(S(=O)(=O)c2cccc([N+](=O)[O-])c2)CC1	-15	5	-20	5	1	-7	-10	-16	-8	-30	-3
CCOC(=O)c1nn(-c2ccccc2)c(=O)cc1OCC(=O)Nc1cc(C)ccc1C	4	7	-5	3	-25	-2	6	-7	-2	-13	0
O=C(CSc1nc(-c2ccccc2)cs1)NCCN1C(=O)CSC1=O	0	-30	-3	-27	-10	-5	-3	-26	2	-23	4
O=C(O)/C=C/C(=O)Nc1ccc(C(=O)c2ccccc2)cc1	-2	-14	-4	10	0	-6	-2	-8	-16	2	-13
Cc1cc(=O)[nH]c(SCc2ccccc2)n1	-5	-7	13	-10	7	-2	-8	8	-2	-12	7
COc1ccc([C@H]2CC(=O)C=C(c3ccc(C(=O)O)cc3)C2)cc1OC	0	14	-2	-2	-14	-1	2	6	-2	-26	-5
COc1cc(Cl)c(C)cc1NC(=O)CSC1=NCCS1	-1	11	-6	7	-4	4	-2	4	-9	2	15
CN(C)C(=O)c1nc2ccc(Cl)cn2c1CNCc1cccc(OC(F)(F)F)c1	8	0	-1	16	-6	-1	-2	0	-9	18	0
O=C(Cn1cc(C(F)(F)F)ccc1=O)NCCc1ccc(Cl)cc1Cl	-2	-3	2	20	3	10	2	23	-7	10	-8
Fc1ccccc1NC(=S)Nc1ccc(CN2CCOCC2)cc1	0	1	18	3	3	-1	2	12	-16	32	19
COc1ccc(OC)c(-n2c(-c3ccn[nH]3)n[nH]c2=S)c1	3	-4	20	19	1	13	-3	17	-7	13	4
c1ccc(N2CCN(c3nccn4ccnc34)CC2)nc1	-11	-14	-26	-32	-59	·	·	-44	-10	-34	13
Cc1noc2ncnc(N3CCCC3)c12	-3	-2	3	-1	-9	3	-4	-45	-6	12	21
COc1cccc(CN2CCN(c3cccc(C(F)(F)F)c3)CC2)c1OC	-4	3	6	-11	-6	0	0	8	-1	6	-18
CC(=O)N1CCc2cc(S(=O)(=O)CCC(=O)N(C)c3cc(C)ccc3C)ccc21	-20	-18	-22	7	13	3	-3	-9	-4	-2	-23
Cc1cccn2c(=O)c(C=O)c(N3CCC4(CC3)OCCO4)nc12	2	4	6	-20	-13	·	·	6	2	0	1

# Remaining list, next part.
compound	TRAIL sens C8	NR5A2 inv ag	NR2F2 inh	SRC3 inh	NCOA1 inh	EBV LMP1 NFkB	TLR9-MyD88 block	NCOA2 inhibitor	NOD2-RIPK2 inh	TROY NFkB inh	TWEAK-Fn14 inh
COc1cc(/C=C2/C(=O)ON=C2C)ccc1OCc1cccc(F)c1	14	-66	-53	-42	-55	-17	2	-27	-10	0	7
COc1cccc(CNC(=O)c2ccccc2NC(=O)C2=C(C)OCCS2)c1OC	1	0	5	15	10	6	-15	5	3	-18	-1
O=C(COC(=O)CCc1ccccc1)NCc1ccccc1	6	-3	19	-26	-14	-1	-2	21	-7	-1	-7
COc1ccc(-c2cc(C(=O)OCC(=O)N(C)C3CCS(=O)(=O)C3)c3ccccc3n2)cc1OC (stereo unspecified)	2	14	-43	-27	-3	-2	12	-29	9	-21	-15
CCO[C@H]1OC(C(=O)N2CCN(Cc3ccccc3)CC2)=C[C@@H](C)[C@@H]1CCCO	-3	10	-19	-3	5	15	-2	-35	11	-3	10
COc1ccccc1CNC(=O)c1ccc(Cl)c(S(=O)(=O)N2CCCC2)c1	1	-5	0	11	-5	8	-22	18	-9	12	-3
Cc1cc(C(=O)N/N=C2/CC(C)CC(C)(C)C2)c(C)o1 (stereo unspecified)	-6	-69	-31	-19	-38	-2	-9	-13	-8	-16	1
CC1(C)CC2(C)OCCN2C(=S)N1 (stereo unspecified)	10&-9	-1&-1	6&5	7&1	11&8	1&0	0&6	4&-21	-3&-1	-21&-22	1&-33
COc1ccc(OC)c(-n2c(SCC(=O)Nc3cc(C)on3)nnc2-c2c[nH]c3ccccc23)c1	0	0	-6	0	7	-3	4	-4	-3	-24	-34
O=C(Cc1ccccc1Cl)Nc1cc(S(=O)(=O)N2CCOCC2)ccc1N1CCOCC1	1	-4	-12	6	-6	-12	-3	-11	1	-7	-9
N#C/C(=C/c1ccc(-c2ccc(C(=O)O)c(Cl)c2)o1)C(=O)NCC1CCCO1 (stereo unspecified)	-2	12	25	6	5	5	-15	12	-14	-3	5
Cc1cccc(CNC(=O)Nc2nnc([C@H]3C[C@H](O)[C@@H](CO)O3)s2)c1	-7	5	-5	-11	-15	·	·	-4	-3	-23	14

# An excerpt, so the mix of outcomes need not match the whole.
